# Compound activity from PubChem.
# TAAR1 antagonist = human TAAR1 antagonism. Q96RJ0. CHO RD-HGA16 TAAR1, Fluo-8 calcium fluorescence, antagonist. inhibition, % at 3 µM. actives 1.5% (n = 360,000). AID 624466;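 active means inhibition above a per-plate cutoff, the mean inhibition of test compounds on that plate plus 3 SD, cut at about 49% in these data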;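 further: 0% = DMSO plus EC80 beta-PEA response and 100% = DMSO alone without agonist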
# Target sequence (Q96RJ0 whole entry, looked up): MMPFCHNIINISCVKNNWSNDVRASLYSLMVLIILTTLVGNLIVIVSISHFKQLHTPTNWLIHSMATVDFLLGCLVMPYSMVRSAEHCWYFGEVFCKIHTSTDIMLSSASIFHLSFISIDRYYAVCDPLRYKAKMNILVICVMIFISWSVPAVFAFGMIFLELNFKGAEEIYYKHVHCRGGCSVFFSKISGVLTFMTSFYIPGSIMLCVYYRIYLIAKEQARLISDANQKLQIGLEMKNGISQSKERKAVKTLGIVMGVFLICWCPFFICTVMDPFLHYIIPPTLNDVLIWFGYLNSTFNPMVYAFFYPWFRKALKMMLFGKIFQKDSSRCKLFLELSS
#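 Assay system: CHO-derived RD-HGA16 cells stably expressing human TAAR1 plus Gα16. Timing: 140 s kinetic read after compound, 140 s after agonist. Technique: kinetic Fluo-8 calcium fluorescence measurement. Measure: % inhibition of agonist calcium response.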
# GPR7 antag = human neuropeptides B/W receptor 1 antagonism; inhibition, % at 4.4 µM; AID 1861; GPR7-expressing cells, fluorescence antagonist assay; actives 1.1% (n = 290,000); in the data active means inhibition above about 16%, passing the limit was not always enough;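 further: cells stimulated with the agonist NPW; 0% = agonist with vehicle and 100% = vehicle without agonist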
# Target sequence (P48145 whole entry, looked up): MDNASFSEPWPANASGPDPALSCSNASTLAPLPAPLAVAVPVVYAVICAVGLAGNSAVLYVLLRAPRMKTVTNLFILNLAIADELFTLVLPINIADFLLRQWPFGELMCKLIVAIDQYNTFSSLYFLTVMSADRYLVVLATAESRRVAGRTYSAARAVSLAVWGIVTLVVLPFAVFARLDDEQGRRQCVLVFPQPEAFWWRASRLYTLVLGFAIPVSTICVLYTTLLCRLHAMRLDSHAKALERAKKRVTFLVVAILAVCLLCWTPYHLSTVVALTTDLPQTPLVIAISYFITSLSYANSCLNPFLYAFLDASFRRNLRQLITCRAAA
# V1R ag counter = V1a receptor agonism, counter-screen for OXTR agonists. activation, % at 3 µM. actives 0.25% (n = 320,000). P37288. CHO-V1R cells, Fluo-8 calcium fluorescence, agonist mode; 0% DMSO, 100% 3 nM vasopressin;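 active means activation above the mean activation of all tested compounds plus 3 SD, per screening run, cut at about 20% in these data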;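 further: signal is peak over basal fluorescence ratio across a 100 second FLIPR read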
# CHO parental Ca = counter-screen: ATP calcium response change in parental CHO cells | actives 0.63% (n = 330,000) | inhibition, % at 5.6 µM | parental CHO-K1, ATP-induced calcium, Fluo-8 fluorescence;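 active means inhibition above that plate's mean sample inhibition plus 3 SD, cut at about 26% in these data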;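 further: 0% = ATP-challenged DMSO wells and 100% = DMSO wells without ATP; some compounds past the cut are filed as inactive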
#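 Test system: untransfected parental CHO cell line. Compound: one dose, 5.6 µM nominal. Detection: intracellular calcium via Fluo-8 no-wash fluorescent dye. Measure: % inhibition. Benchmarks: ATP-challenged DMSO wells low, unchallenged DMSO wells high.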
# OXTR agonist = agonists of human oxytocin receptor; CHO-OTR cells, Fluo-8 calcium fluorescence; normalized: DMSO 0%, oxytocin 100%; P30559; activation, % at 3 µM; actives 0.32% (n = 320,000); AID 2435;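 active means activation above the mean of all tested compounds plus 3 SD, cutoff set per screening run, cut at about 20% in these data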;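 further: peak over basal fluorescence ratio from a 100 s FLIPR kinetic read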
# OXTR potentiate = potentiators of human oxytocin receptor | P30559 | CHO-OTR cells, Fluo-8 calcium fluorescence, potentiator mode; 0% = oxytocin EC15, 100% = EC100 | activation, % at 3 µM | actives 0.061% (n = 320,000);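 active means activation above that plate's cutoff, the mean activation of tested compounds plus 3 SD, cut at about 6.6% in these data, passing the limit was not always enough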;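 further: 100% uses oxytocin at 75 nM as the full agonist control; some results filed as inactive read as strong as hits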
#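 Dosing: Single dose, 3.0 µM nominal final compound concentration | Material: Human OTR in CHO cells | Technique: Kinetic Fluo-8 calcium fluorescence | Benchmarks: EC15 oxytocin alone as 0%, 75 nM oxytocin as 100% | Probe or stimulus: Oxytocin at about EC15, sub-maximal agonist stimulus | Incubation: Compound 6 min at room temperature before oxytocin, 100 s read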
# M1 PAM parental = nonselective activator or artifact in parental CHO-K1 calcium assay | ATP EC20, Fluo-8 calcium fluorescence; 0% at ATP EC20, 100% at ATP max | actives 0.02% (n = 360,000) | activation, % at 3 µM;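 active means activation above the run cutoff, the mean activation of all test compounds plus 3 SD, cut at about 40% in these data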;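 further: peak over basal fluorescence ratio in a 140 s read after ATP addition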
# CHO-K1 Ca antag = M1 antagonist counterscreen hit in parental CHO-K1 cells; inhibition, % at 3 µM; actives 0.6% (n = 360,000); AID 602250; ATP-induced calcium, Fluo-8 fluorescence;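 active means inhibition above a per-plate cutoff, the plate's mean sample inhibition plus 3 SD, cut at about 24% in these data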;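 further: 0% = DMSO plus EC80 ATP and 100% = DMSO alone without ATP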
# M1 ag parental = nonselective activator or artifact in parental CHO-K1 cells; AID 602248; Fluo-8 calcium fluorescence; scaled to maximal ATP response, vehicle zero; activation, % at 3 µM; actives 0.48% (n = 360,000); in the data active means activation above about 15%;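 further: untransfected CHO-K1 host cells lacking M1 receptor as counterscreen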
# Numbers without * were called inactive; . = not tested or not shown; & = joins results of further samples.
SMILES,TAAR1 antagonist,GPR7 antag,V1R ag counter,CHO parental Ca,OXTR agonist,OXTR potentiate,M1 PAM parental,CHO-K1 Ca antag,M1 ag parental
CC(=O)c1cccc(OCC(O)CNCCOc2ccc(C)cc2)c1 (stereo unspecified),-10,-9,2.0,-33,4.2,-1,18,-16,2.9
CCOC(=O)C1CCCN(C(=O)c2cc(-c3ccc(F)cc3)nc3ccccc23)C1 (stereo unspecified),36,-5,-1.5,-30,-2.2,-6,9,8,2.1
Cc1cccc(Oc2ncnc(N)c2[N+](=O)[O-])c1C,-4,-11,-0.4,-4,-1.5,1,12,2,0.0
Cc1cccc(NC(=O)c2cc3ccccc3oc2=O)c1,9,1,1.6,5,-0.3,-4,-20,8,0.0
COc1ccccc1N1CCN(C(=S)Nc2ccccc2)CC1,7&-11,-3,0.5,-12,-0.9,-20,-18&10,14&-1,0.8&2.9
O=C(CSc1cccc[n+]1[O-])Nc1ccc2c(c1)OCCO2,17,-1,0.8,0,-0.9,-8,19,-6,0.1
Cc1ccc(CN(CC(O)COc2cccc3[nH]cc(C)c23)C(C)(C)C)cc1 (stereo unspecified),1,8,0.2,-30,-1.0,-3,7,-6,1.7
CC(C)(C)c1ccc(NC(=O)c2cc(C3CCCN(C(=O)CCc4ccccc4)C3)on2)cc1 (stereo unspecified),35,.,.,.,.,.,-10,9,0.9
NCCCC[C@H]1CNC(=O)C(=O)N1CCc1cc(C(F)(F)F)cc(C(F)(F)F)c1,1,.,0.3,0,1.8,-10,-13,1,0.5
CCOC(=O)C1CCCN(Cc2nc(C3CC3)no2)C1 (stereo unspecified),-7,2,1.2,-8,-0.5,-1,14,-8,0.5
Cc1ccccc1-n1ncc2c1CC(C)(C)CC2NC(=O)C1=CC(=O)CC(C)(C)O1 (stereo unspecified),-17,-9,0.5,-20,-0.3,-5,-4,-6,0.2
Cn1c(CN2CCCC2)nc2cc(NC(=O)C3CCCCC3)ccc21,8,2,-0.4,-6,-0.5,-6,-12,7,0.2
COc1ccc(CS(=O)(=O)c2ncn[nH]2)cc1,-11,0,0.6,-14,2.4,0,14,-7,1.6
Cc1cccc(/C=N/n2c(C)nnc2C)c1,11,-11,-0.3,-12,-0.1,-10,9,-7,0.1
CCCCN1CC(O)=C(c2nc(-c3ccc(Cl)cc3)cs2)C1=N,-13,3,-0.7,-14,-0.5,-4,13,9,0.6
Cc1ccc(N2CCN(C(=O)c3ccccc3NC(=O)C3CC=CCC3C(=O)O)CC2)cc1 (stereo unspecified),0,-1,0.3,-13,0.4,-5,-3,11,-0.2
CC(C)N(Cc1nc(-c2ccccc2)no1)C(=O)CN(C)S(=O)(=O)c1ccccc1,-5,2,0.7,-33,-0.8,-10,14,-4,0.1
CC(C)CN(CC(C)C)S(=O)(=O)N1CCC(C(=O)N2CCc3ccccc3C2)CC1,-25,-9,0.7,8,-0.1,0,22,-11,0.6
Cc1cc(Cl)ccc1OCc1cn2cccnc2n1,-20,-7,-1.2,-17,-1.8,-4,-8,-8,0.3
Cc1ccnc(SCC(=O)N2CCC(C(N)=O)CC2)n1,14,-11,0.7,-3,0.9,-2,18,2,0.8
CC(=O)C1=C(C)NC(C)=C(C(C)=O)C1c1ccccc1,-18,1,-0.3,-2,0.0,-5,22,-16,1.8
O=C(COC(=O)c1ccccc1C(=O)c1ccccc1)Nc1ccc(SC(F)F)cc1,19,-13,3.2,-15,1.1,-7,7,-2,2.4
CCCNS(=O)(=O)c1ccc(CCC(=O)Nc2cc(Cl)ccc2Oc2ccccc2)cc1,69*,4,.,.,.,.,-6,17,3.5
CCc1nc2ccc(C(=O)N(CC)CCN(C)C)cn2c1N(C)CCCc1ccccc1,-11,.,.,.,.,.,1,-14,1.4

# Reprinted from the part before: 2 compounds, followed by the next part.
SMILES,TAAR1 antagonist,GPR7 antag,V1R ag counter,CHO parental Ca,OXTR agonist,OXTR potentiate,M1 PAM parental,CHO-K1 Ca antag,M1 ag parental
CCCNS(=O)(=O)c1ccc(CCC(=O)Nc2cc(Cl)ccc2Oc2ccccc2)cc1,69*,4,.,.,.,.,-6,17,3.5
CCc1nc2ccc(C(=O)N(CC)CCN(C)C)cn2c1N(C)CCCc1ccccc1,-11,.,.,.,.,.,1,-14,1.4
CN(C)c1ccc(C=C2SC(=S)N(Cc3ccco3)C2=O)cc1,53*,.,.,.,.,.,-6,12,12
COc1cc(C(=O)NCc2cn3ccsc3n2)cc(OC)c1OC,1,-16,0.9,-6,0.5,-4,10,-11,1.1
C/C(=N\Nc1cc(C(F)(F)F)ccc1Cl)c1ccccc1O,-15,-8,1.3,-21,-0.6,-6,21,-14,0.3
CSc1nsc2nc(=O)c(/C=C3\C(C)=Nc4ccccc43)c(N)n12,-8,5,.,.,.,.,9,-6,2.0
CCc1cc(=O)oc2cc(C)cc(OCC(=O)NCCCN3CCOCC3)c12,-19,-16,-0.2,-6,-0.1,2,8,-18,0.4
CN(CCO)c1cc(Sc2nc3ccccc3s2)c2nonc2c1[N+](=O)[O-],39,-11,2.8,88*,1.5,-5,4,9,2.2
CCC(=O)Nc1nnc(CSCc2ccc(F)cc2)s1,5,3,0.4,-1,0.8,-9,0,-3,0.4
O=C(NCC(=O)N(Cc1cccs1)C(C(=O)NC1CCCC1)c1cccnc1)c1ccco1 (stereo unspecified),-10,-10,0.7,-7,-0.5,-13,8,-4,-0.2
O=C(O)c1ccc(N2Cc3ccccc3C2)cc1O,.,5,0.9,-5,-0.1,-5,11,1,2.7
S=C(NCCc1ccccc1)N1CCN(Cc2ccccc2)CC1,-7,4,2.4,-18,2.4,-7,12,-6,1.8
O=C(O)c1ccc2nc(-c3ccco3)c(-c3ccco3)nc2c1,4,0,.,.,.,.,17,-5,1.7
Cc1ccccc1NC(=S)N(Cc1cccs1)C1CCCC1,-13,-6,-0.2,-8,0.4,-6,18,-11,0.9
O=C(Nc1ccccc1)c1n[nH]c(Cn2cncn2)n1,10,-14,-0.3,4,0.3,-6,-1,16,0.1
COc1ccc(NC(=O)CN(C)C(=O)c2ccc(NS(=O)(=O)c3ccc4[nH]c(=O)[nH]c4c3)cc2)cc1,-7,.,0.2,0,-0.3,-2,2,-10,1.1
O=C(NCc1ccc2c(c1)OCO2)c1cccnc1Cl,3,-19,0.8,-4,0.2,2,19,-21,1.7
O=c1[nH]nc(SCc2ccccc2Cl)n1-c1ccc2c(c1)OCCO2,-29,-6,1.2,-13,0.4,0,0,-4,0.5
Cc1ccc(NC(=O)c2cc(-c3cccs3)on2)cc1C,-3,-10,1.8,-6,1.2,-4,10,-8,0.8
Cc1sc2nc(CN3CCOCC3)[nH]c(=S)c2c1C,-2,12,1.1,-26,-0.1,-9,11,-12,3.3
CCCN(CCC)CC(O)CN1C(=O)N(CN2C(=O)N(CC(O)CN(CCC)CCC)C(=O)C2(C)C)C(C)(C)C1=O (stereo unspecified),-4,-11,0.2,4,0.8,0,-16,20,0.3
Cc1cccc(-n2ccnc2SCC(=O)N2CCCc3ccccc32)c1C,-17,-2,0.4,-20,-1.2,-10,24,-13,3.1
COc1ccccc1CNc1nc(NC(C)C)nc2cc(-c3ccccc3)sc12,8,.,.,.,.,.,13,9,3.8
O=C(NCc1ccco1)/C(=C/c1cccnc1)NC(=O)c1ccco1,18,-6,-0.3,-8,0.0,-1,21,-12,0.7
COc1ccccc1N1CCN(C(=O)CCc2c[nH]c3ccccc23)CC1,23,0,0.8,-14,1.6,-13,15,-6,1.4
COc1nc(N)nc2nc[nH]c12,0,-22,-0.7,-13,0.2,-18,12,1,-0.2

# Whole records, looked up by structure. Values in the order: TAAR1 antagonist	GPR7 antag	V1R ag counter	CHO parental Ca	OXTR agonist	OXTR potentiate	M1 PAM parental	CHO-K1 Ca antag	M1 ag parental
# Entry for CCOC(=O)C1CCCN(C(=O)c2cc(-c3ccc(F)cc3)nc3ccccc23)C1 (stereo unspecified) : 36	-5	-1.5	-30	-2.2	-6	9	8	2.1
# Entry for O=C(Nc1ccccc1)c1n[nH]c(Cn2cncn2)n1 : 10	-14	-0.3	4	0.3	-6	-1	16	0.1
# Entry for Cc1ccnc(SCC(=O)N2CCC(C(N)=O)CC2)n1 : 14	-11	0.7	-3	0.9	-2	18	2	0.8
# Entry for CC(C)CN(CC(C)C)S(=O)(=O)N1CCC(C(=O)N2CCc3ccccc3C2)CC1 : -25	-9	0.7	8	-0.1	0	22	-11	0.6
# Entry for CC(C)N(Cc1nc(-c2ccccc2)no1)C(=O)CN(C)S(=O)(=O)c1ccccc1 : -5	2	0.7	-33	-0.8	-10	14	-4	0.1

# (list continues)
SMILES,TAAR1 antagonist,GPR7 antag,V1R ag counter,CHO parental Ca,OXTR agonist,OXTR potentiate,M1 PAM parental,CHO-K1 Ca antag,M1 ag parental
Cc1ccccc1CSc1[nH]c(=O)ncc1C,-17,-5,-0.6,-8,-1.4,2,4,-12,0.8
Cc1onc(-c2ccccc2)c1C(=O)N/N=C/C(Br)=C/c1ccccc1,-1,9,3.1,-13,1.6,-16,-9,12,9.6
O=C(CCCOc1ccccc1)N1CCN(c2ccc(F)cc2)CC1,12,8,2.4,-10,1.8,-11,-8,3,1.4
CS(=O)(=O)n1nc(OC(=O)c2cccs2)cc1N,-11,9,1.1,-10,0.8,1,3,2,7.7
COCC(C)n1c(C)cc(C(=O)CN2C(=O)NC(Cc3c[nH]c4ccccc34)C2=O)c1C (stereo unspecified),7,5,0.6,-8,1.6,-15,11,5,0.6

# 6 compounds from above, ordered by the value under TAAR1 antagonist, ascending.
smiles,TAAR1 antagonist
COc1ccc(CS(=O)(=O)c2ncn[nH]2)cc1,-11
CC(=O)c1cccc(OCC(O)CNCCOc2ccc(C)cc2)c1 (stereo unspecified),-10
CSc1nsc2nc(=O)c(/C=C3\C(C)=Nc4ccccc43)c(N)n12,-8
CCOC(=O)C1CCCN(Cc2nc(C3CC3)no2)C1 (stereo unspecified),-7
O=C(NCc1ccc2c(c1)OCO2)c1cccnc1Cl,3
COCC(C)n1c(C)cc(C(=O)CN2C(=O)NC(Cc3c[nH]c4ccccc34)C2=O)c1C (stereo unspecified),7

# Rows were taken by chance; overall some 3.5% were active at least once.
